PDI inh – blocks human protein disulfide isomerase activity. P07237. 350,000 compounds, 0.052% hits. inhibition, % at 10 µM. PDI insulin aggregation turbidity, A650, 90 min;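 active = mean inhibition across replicates of 30% or more, whatever share of single replicates reach that level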;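 note: absorbance from insulin aggregation driven by PDI reduction with DTT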
Target sequence (P07237 whole entry, looked up): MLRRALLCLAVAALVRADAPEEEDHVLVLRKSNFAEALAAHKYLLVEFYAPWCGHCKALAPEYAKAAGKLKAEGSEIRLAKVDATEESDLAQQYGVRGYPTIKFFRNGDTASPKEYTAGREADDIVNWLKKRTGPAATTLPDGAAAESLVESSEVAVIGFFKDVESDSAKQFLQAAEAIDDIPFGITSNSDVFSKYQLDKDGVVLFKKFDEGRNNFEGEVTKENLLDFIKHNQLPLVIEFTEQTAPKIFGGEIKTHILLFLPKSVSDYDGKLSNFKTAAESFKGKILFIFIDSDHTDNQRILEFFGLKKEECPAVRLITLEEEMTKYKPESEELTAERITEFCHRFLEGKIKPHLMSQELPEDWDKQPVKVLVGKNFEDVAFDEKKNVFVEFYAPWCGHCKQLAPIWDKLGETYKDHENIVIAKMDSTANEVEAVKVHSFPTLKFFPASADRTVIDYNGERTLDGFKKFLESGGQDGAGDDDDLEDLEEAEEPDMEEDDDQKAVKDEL
Vif inh – HIV Vif inhibition | 340,000 compounds, 0.35% hits | HEK293T cells, Vif self-association by quenched fluorescence, imaging, 24 h | inhibition, % at 7.49 µM; in the data active = inhibition above about 50%, passing the limit was not always enough; note: some results filed as inactive read as strong as hits
Exocytosis inh – blocks lytic granule exocytosis; inhibition, % at 10 µM; TALL-104 LAMP-1 surface exposure, flow cytometry; cells stimulated with thapsigargin and PMA; 360,000 compounds, 0.66% hits;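 active = inhibition above about 55%, limit read from the data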
m5-HT2A agonist – activates the mouse 5-HT2A serotonin receptor; AID 624169; 360,000 compounds, 0.66% hits; P35363; CHO-K1 mHTR2A beta-arrestin complementation, luminescence; percent of 30 µM serotonin response; activation, % at 7.6 µM;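 active = activation above a run cutoff, the mean activation of all tested compounds plus 3 SD, cut at about 14% in these data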;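 note: 0% = plate median of compound wells and 100% = 30 µM serotonin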
Target sequence (P35363 whole entry, looked up): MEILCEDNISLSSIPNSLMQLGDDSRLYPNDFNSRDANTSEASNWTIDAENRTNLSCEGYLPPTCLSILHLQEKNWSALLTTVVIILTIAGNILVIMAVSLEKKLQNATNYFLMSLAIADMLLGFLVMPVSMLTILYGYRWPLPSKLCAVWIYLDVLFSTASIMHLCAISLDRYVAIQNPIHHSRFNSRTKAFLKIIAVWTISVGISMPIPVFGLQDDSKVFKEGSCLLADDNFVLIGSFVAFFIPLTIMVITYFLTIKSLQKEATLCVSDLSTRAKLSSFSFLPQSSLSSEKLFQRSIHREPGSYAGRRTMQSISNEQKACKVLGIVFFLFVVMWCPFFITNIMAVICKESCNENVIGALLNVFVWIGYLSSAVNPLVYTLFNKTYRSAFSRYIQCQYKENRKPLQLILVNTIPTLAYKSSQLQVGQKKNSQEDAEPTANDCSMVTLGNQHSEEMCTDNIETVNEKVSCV
ABCB6 inh MLPCN – inhibitors of human ABC transporter ABCB6; fluorescence ratio to DMSO, % at 10 µM; 360,000 compounds, 0.19% hits; Q9NP58; AID 602162; K562-ABCB6 porphyrin accumulation, flow cytometry, 1 h; active compounds read low;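 active = fluorescence ratio to DMSO below 75%, the collection mean minus 3 SD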;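 note: signal is porphyrin accumulated inside mitochondria; 100% equals median channel fluorescence of DMSO control wells; lower ratio means ABCB6 inhibition with less porphyrin fluorescence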
N-glyco inh – N-linked glycosylation inhibition; D54 ERlucT glycosylation luciferase reporter, 24 h; percent of 100 nM tunicamycin response; reporter increase, % at 12.5 µM; 360,000 compounds, 0.23% hits; AID 588692;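 active = mean luciferase reporter signal, scaled so untreated is 0 and the glycosylation-blocking control 100, at or above a set limit in every replicate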;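 note: luciferase carries N-glycosylation sites so blocking glycosylation raises the light; 0% = median of neutral control wells and 100% = median of 100 nM tunicamycin wells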
Cardio protect – modulators protecting cardiomyocytes from myocardial damage. H9c2 cardiomyocytes, H2O2 injury protection, ATPLite, 2 h. protection from H2O2 cell death, % at 20 µM. 360,000 compounds, 0.63% hits. AID 588492;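 active = compounds giving at least 50% protection of heart cells from peroxide-induced death in the single-dose screen, raw or plate-pattern-corrected value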;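 note: 0% = DMSO wells with peroxide and 100% = DMSO wells without peroxide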
iPSC survival up – hiPSC single-cell survival enhancement; 360,000 compounds, 0.044% hits; survival enhancement, % at 20 µM; ATPlite luminescence; 100% = ROCK inhibitor wells, 0% = DMSO; in the data active = survival enhancement above about 18%;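 note: cells exposed to compounds for 16 hours before the ATP read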
CaV13 FRET inh – Primary screen for inhibitors of IQ motif and Ca2+-dependent inactivation inhibitor domain binding in CACNA1D, Förster resonance energy transfer in living cells, … | AID 743397 | inhibition, % at 12.3 µM | HEK cells, CFP/YFP FRET ICDI-IQ, plate reader, 10 min; percent FRET-ratio fall versus neutral wells | 340,000 compounds, 0.098% hits;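 active = mean replicate inhibition of at least 30% and at least 1% of replicates passing that level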;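 note: 0% = median of the neutral control wells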
aDG glyco act – alpha-DG glycosylation activation. AID 624168. 360,000 compounds, 0.22% hits. activation, % at 10 µM. Pro5-aDG cells, alpha-DG glycosylation AlphaScreen (IIH6); 0% Pro5, 100% B10-LARGE cell signal;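 active = activation of at least 8% versus controls, or a plate z-score of at least 8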;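 note: Pro5 are CHO cells carrying HIG-tagged alpha-DG that lacks glycosylation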
* hit, by the source's call; x = not tested or not shown.

SMILES,ABCB6 inh MLPCN,N-glyco inh,CaV13 FRET inh,Vif inh,PDI inh,iPSC survival up,m5-HT2A agonist,Cardio protect,Exocytosis inh,aDG glyco act
O=C(CSc1nc2ccc(Cl)cc2[nH]1)NC1CCCc2ccccc21 (stereo not given),104,-4,-19,x,5,-0.8,-4,-6,2,0.3
O=C(NCCCN1CCN(c2ccccc2F)CC1)Nc1ccccc1[N+](=O)[O-],96,1,-4,3,-2,0.1,9,0,-5,0.0
CCOC(=O)c1c(NC(=O)c2cccs2)sc2c1CC(C)(C)OC2,98,-1,-2,6,3,-1.0,-5,24,67*,0.5
CCCCCCN1C[C@@H](O)[C@H](n2cc(C3CC3)nn2)C[C@@H]1c1ccc(C)cc1,98,-2,-11,6,3,0.1,1,-16,-1,0.3
O=S(=O)(c1ccc(F)cc1)N1CCC2(CC1)OCCO2,104,0,-6,-2,15,-2.4,5,5,0,0.4
O=C(O)c1cc(-c2ccc(-c3ccc(F)cc3)o2)nc2ccccc12,107,1,-3,-12,4,-0.4,-1,-15,4,-0.5
COc1ccccc1NC(=O)CSc1nnc(-c2ccoc2C)o1,95,2,-5,-2,-5,-0.2,-4,1,-1,0.0
COc1cc2c(cc1OC)-c1cc(NC3CCCC3)nc(=O)n1CC2,99,3,-5,7,-4,3.2,-2,4,-1,-0.3
O=C(NCc1ccccc1)C(c1ccc(C(F)(F)F)cc1)n1c(=O)c(-c2ccccc2)nc2ccccc21 (stereo not given),x,x,-12,x,x,x,-2,x,4,-0.6
Cn1cc(CN2CCC(Oc3ccc(C(=O)N4CCCC4)cc3)CC2)cn1,105,-4,-4,2,-9,6.0,-3,8,-5,0.0
COc1ccc(COC[C@H](CC(C)C)N2CCN(C(=O)c3cccc(C(F)(F)F)c3)CCC2=O)cc1,99,x,-7,x,x,-0.6,4,x,-4,-0.3
Cc1cccc(C(=O)Oc2ccccc2/C=N/NC(=O)c2ccc(NC(=O)C(C)(C)C)cc2)c1,102,16,-18,25,1,3.2,0,-1,-3,-0.2
CC1(C)C([N+](=O)[O-])C(c2ccc(O)cc2)NC(c2ccc(O)cc2)C1[N+](=O)[O-] (stereo not given),99,-1,-2,-8,9,6.7,-1,-3,-7,0.2
Cc1ccc(OCc2nnc(SCc3nc4ccccc4[nH]3)n2Cc2ccco2)cc1,90,-5,x,-27,-1,4.6,-4,-28,34,0.9
N#C/C(=C\c1ccccc1[N+](=O)[O-])C(=O)Nc1ccc(S(N)(=O)=O)cc1,101,1,-4,0,2,-0.1,-4,6,-4,0.0
CCOc1ccc(S(=O)(=O)NC2CCCC2)cc1,96,1,-6,-11,-1,0.4,4,0,-4,-0.5
CCC(=O)Nc1nnc(S(=O)(=O)N(C)c2cc(C)cc(C)c2)s1,95,1,-18,1,-5,-0.3,-8,-4,3,0.0
O=C(NC1=NCCS1)c1ccccc1OCc1ccc(F)cc1,91,1,-7,-5,18,0.4,-3,11,5,0.5
Cc1cc(C(=O)CCC(=O)NCC(=O)Nc2c(C)cccc2C)c(C)s1,92,4,-3,6,15,-0.3,-1,10,17,0.1
Cc1cc(C)nc(NS(=O)(=O)c2ccccc2)n1,87,1,-8,-1,-14,-2.3,6,-3,4,-0.4
CC(Sc1n[nH]c(N)n1)C(=O)Nc1cccc2ccccc12 (stereo not given),98,1,-16,7,-2,-0.5,-7,2,6,0.0
Cc1cc(C(=O)OCC(=O)NCCC(C)C)c2ccccc2n1,99,2,-9,x,-2,-0.1,0,-2,-3,0.1
CCN(CC)C(=O)COc1coc(CN2CCN(c3ccccc3)CC2)cc1=O,101,0,-4,-8,-13,-0.6,6,-5,-12,-0.1
COc1ccc(-c2cc(NC(C)=O)c3ncc(-c4ccc(OC)c(OC)c4)n3c2)c(OC)c1,100,4,-4,24,6,-1.3,1,25,-6,-0.1
OC[C@@H]1CN(Cc2cccc3ccccc23)C[C@H](n2cnc3c(NCc4ccco4)ncnc32)O1,94,-4,-5,-10,20,-1.6,3,14,16,-0.7
COc1ccccc1N1CCN(S(=O)(=O)c2cc3c(cc2C)NC(=O)CO3)CC1,101,2,-6,x,x,0.1,-4,1,1,-0.3
O=C(Nc1ccc(Cl)cc1)NC1CCCc2ccccc21 (stereo not given),102,-8,-5,4,3,1.7,1,-15,-6,0.1
O=C(O)c1ccccc1C(=O)Nc1ccc(Oc2cccc(C(F)(F)F)c2)nc1,99,0,-5,4,9,0.2,-1,4,9,-0.1
COC(=O)c1ccc(/C=N/NC(=O)C(=O)NCC2CCCO2)cc1 (stereo not given),94,1,-9,0,4,-0.2,1,4,0,0.1
CNc1nc(SC(C)C(=O)Nc2ccc(Cl)c(Cl)c2)nc(N2CCOCC2)n1 (stereo not given),101,3,-18,-6,4,0.2,-7,-4,-2,-0.4

Whole records, quoted from the list:
Cn1cc(CN2CCC(Oc3ccc(C(=O)N4CCCC4)cc3)CC2)cn1 in the list: ABCB6 inh MLPCN = 105; N-glyco inh = -4; CaV13 FRET inh = -4; Vif inh = 2; PDI inh = -9; iPSC survival up = 6.0; m5-HT2A agonist = -3; Cardio protect = 8; Exocytosis inh = -5; aDG glyco act = 0.0
Cc1cccc(C(=O)Oc2ccccc2/C=N/NC(=O)c2ccc(NC(=O)C(C)(C)C)cc2)c1 in the list: ABCB6 inh MLPCN = 102; N-glyco inh = 16; CaV13 FRET inh = -18; Vif inh = 25; PDI inh = 1; iPSC survival up = 3.2; m5-HT2A agonist = 0; Cardio protect = -1; Exocytosis inh = -3; aDG glyco act = -0.2

Carrying on:
SMILES,ABCB6 inh MLPCN,N-glyco inh,CaV13 FRET inh,Vif inh,PDI inh,iPSC survival up,m5-HT2A agonist,Cardio protect,Exocytosis inh,aDG glyco act
O=C(Nc1ccccc1F)c1ccc(CN2CCN(c3ccccc3)CC2)cc1,99,-8,-3,5,-4,-0.2,20*,-5,6,0.2
CC(C)(O)C(=O)NNC(=S)Nc1cccc(C(F)(F)F)c1,93,1,-5,1,3,1.0,-1,-1,-8,0.0
CCOc1ccc2nc(NC(=O)c3ccccn3)sc2c1,100,-21,-3,-5,8,-0.7,-6,-15,16,-0.3
CCCCN1C(=O)C(=O)c2cc(Cl)ccc21,102,5,-4,-8,-2,-3.8,2,-11,12,0.5
Cc1nc(SCc2cccc(F)c2)c2oc3ccccc3c2n1,104,-1,-22,-6,1,0.6,0,-7,-1,0.0
CCN1CCCC1CN(Cc1cc2ccc(C)c(C)c2[nH]c1=O)C(=O)Nc1ccccc1OC (stereo not given),103,4,-6,-4,4,1.8,2,-5,12,-0.2
O=C(NCCCN1CCCC1=O)C(=O)NCC1OCCCN1S(=O)(=O)c1ccccc1 (stereo not given),99,2,-12,3,0,-0.7,1,15,0,-0.2
C=CCNC(=O)c1cccc(Br)c1,104,-2,-6,1,5,-1.3,-3,7,4,-0.2
COc1ccc(C(=O)NNC(=O)CSc2nnc(-c3cccnc3)n2C)cc1,102,3,-1,25,7,0.9,1,2,-1,0.4
O=C(CCNC(=O)c1ccc(Br)cc1)Nc1ccccc1N1CCCC1,102,-2,-7,3,-5,-0.4,-3,-6,0,0.0
O=C(CSc1nncs1)NCc1ccc2c(c1)OCO2,88,1,-5,4,-5,-1.6,6,0,-1,0.0
O=C(Nc1nc(OCC(F)(F)F)cnc1/C=C\c1ccccc1)c1ccccc1,104,-3,-8,4,-9,1.3,1,-2,0,0.0
CC1CCCCN1C(=O)C1CCN(S(=O)(=O)c2ccc(-n3cnnn3)cc2)CC1 (stereo not given),94,-1,-2,-6,-2,0.6,-1,-6,5,0.2
COC(=O)[C@]12CCCCC=C1N(CCc1ccc(OC)c(OC)c1)C(=O)[C@H](CC(=O)NCC13CC4CC(CC(C4)C1)C3)C2,x,x,-17,x,x,x,-2,x,-4,0.2
Cc1ccc(C)c(CSc2ncccc2C(=O)O)c1,98,2,-7,6,-5,-0.9,0,6,6,0.3
CN1c2ccccc2C(=O)/C(=C\Nc2ccc(F)cc2)S1(=O)=O,100,-1,-13,-3,3,-0.2,1,10,3,0.0
N#CCC(=O)Nc1ccc(C(=O)OCC(=O)Nc2ccccc2-c2ccccc2)cc1,99,1,-6,11,5,-0.4,4,0,1,0.4
COc1ccccc1CNC(=O)CCSCc1cccc(Cl)c1,100,1,-5,4,3,0.6,-5,-3,24,-0.1
[N-]=[N+]=NC(c1ccccc1)C(NC(=O)c1cc(C(F)(F)F)cc(C(F)(F)F)c1)c1ccccc1 (stereo not given),102,x,-5,x,x,-1.0,7,x,1,-0.1
O=C1c2ccccc2C(=O)N1CCCCn1c(=O)oc2ccccc21,114,5,x,x,3,4.5,1,4,8,0.2
Cc1nnc(SCc2ccc(Cl)cc2)nc1/C=C/N(C)C,104,-5,2,9,1,-0.9,-8,-6,-2,-0.1
CCCCSc1nc(N)c(C#N)c(-c2cccs2)c1C#N,96,-6,-8,-8,10,-1.2,-6,-13,23,0.7
CSc1n[nH]c(=O)n1-c1cccc(Cl)c1,98,1,-7,4,8,-0.2,5,7,-6,0.1
Cc1ccccc1NC(=O)C(=O)N/N=C/c1cccc(Br)c1,100,3,-4,-2,8,-1.0,-2,-2,14,-0.1
O=C1NNC(c2ccccc2)=N/C1=C\c1ccccc1,94,5,-5,0,5,-0.1,-3,-3,0,0.0
CCN(CC(=O)Nc1ccc(OC)c(OC)c1)CC(=O)Nc1ccccc1C(F)(F)F,76,0,-21,x,-3,-0.2,5,6,-11,0.2
CCn1nnnc1SCC(=O)N1N=C(c2cccs2)CC1c1cccs1 (stereo not given),98,-1,-2,12,-4,-0.4,-2,2,-5,0.0
O=C(Nc1cc(Sc2nc3ccccc3s2)cc([N+](=O)[O-])c1)c1ccccc1,97,-4,-4,-2,0,4.2,-3,-16,0,0.6
COc1ccccc1C(=O)NC(=O)COC(=O)CNC(=O)c1ccc(Cl)cc1Cl,95,0,-4,-3,-5,-0.4,-1,9,-5,-0.4
COc1ccc(S(=O)(=O)CCC(=O)NCc2ccc(C)o2)cc1,101,1,5,12,x,-0.4,-1,30,-2,0.8

SMILES,ABCB6 inh MLPCN,N-glyco inh,CaV13 FRET inh,Vif inh,PDI inh,iPSC survival up,m5-HT2A agonist,Cardio protect,Exocytosis inh,aDG glyco act
CC(C)CC(=O)NC(=S)Nc1ccc(Cl)cn1,97,0,-5,-3,5,1.4,-3,1,16,0.3
O=C1COc2ccc(S(=O)(=O)CCC(=O)N3CCN(c4cccc(Cl)c4)CC3)cc2N1,94,1,-2,-4,-1,-0.4,5,-4,0,0.1
Brc1cc2c(cc1COc1ccc(-c3nn[nH]n3)cc1)OCO2,90,0,-6,15,0,1.0,8,-2,24,-0.1
CCCCn1c(N)c(N(C(=O)CSc2nnc(C)n2-c2ccccc2)C2CCCC2)c(=O)[nH]c1=O,91,1,-4,-2,-10,-0.6,0,-1,3,-0.2
COc1ccccc1N1CCN(C(CNS(C)(=O)=O)c2cccnc2)CC1 (stereo not given),106,3,-4,5,7,1.2,0,0,2,-0.4
COc1ccc(OC)c(-n2c(CNC3CCN(Cc4ccccc4)CC3)nc3ccccc3c2=O)c1,97,-7,-5,-2,2,-0.8,-5,2,0,-0.2
O=C(NC1CC1)c1ccc(CSCc2cccc(F)c2)o1,102,-2,-7,x,-1,2.8,-3,4,4,0.3
CC(=O)Nc1ccc(S(=O)(=O)NC2=NCN(c3cccc([N+](=O)[O-])c3)CN2)cc1,96,0,-2,-6,0,-0.1,-4,0,14,0.0
CS(=O)(=O)NN1C(=O)c2ccccc2NC1c1cccc2cccnc12 (stereo not given),102,1,-17,-1,-4,-0.3,-5,7,7,-0.3

Bioassay records deposited in PubChem BioAssay by several laboratories.
